MRP resist rev: compounds reversing MRP-mediated drug resistance. H69AR cells + 2 uM doxorubicin, CellTiter-Glo, 72 h. differential viability (reversal), % at 10 µM. hit rate 0.04% among 85,000;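 active = viability drop by adding the cancer drug above about 55%, with treated viability meeting a 40% cutoff, limit read from the data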;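 note: viability without doxorubicin minus viability with 2 µM doxorubicin for each compound; larger differential means the compound sensitizes cells more to doxorubicin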
Bcl-B displacement: displacers of TR3 peptide from Bcl-B, primary screen, selectivity assay for Bfl-1 inhibitor project, biochemical, fluorescence polarization; FP displacement of FITC-TR3 peptide from Bcl-B; higher % means a stronger effect; displacement, % at 20 µM; hits with a dose series show IC50 in µM; hit rate 0.11% among 96,000;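 active = displacement above 50% at 20 µM plus a fluorescence interference ratio under 1.5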;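 note: plate controls were wells without compound for no effect and wells lacking Bcl-B protein for full effect; a part of the inactive calls stands beside numbers as strong as those of hits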
IL1B NFkB inh: blocks IL-1B driven NFkB nuclear translocation in HUVEC cells | HUVEC IL-1B NFkB p65 nuclear translocation imaging | inhibition, % at 2 µM | hit rate 0.43% among 94,000 | AID 796;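 active = inhibition above about 30% together with a positive call from visual inspection of the well image, limit read from the data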;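 note: nuclear over cytoplasmic p65 intensity ratio measured by imaging; 0% = IL-1B stimulated DMSO wells and 100% = unstimulated DMSO wells; values of inactives mirror those of a sister screen read the other way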
NFkB transloc pot: enhances IL-1B driven NFkB nuclear translocation; HUVEC IL-1B NFkB p65 nuclear translocation imaging; activation, % at 2 µM; hit rate 0.3% among 94,000; AID 819;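 active = activation above 40%, about the mean plus 3 SD, also judged a hit on visual image review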;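 note: percent activation is computed from the nuclear over cytoplasmic p65 intensity ratio; values of inactives mirror those of a sister screen read the other way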
PLAP inhibitors HTS: PLAP enzyme inhibitors, biochemical, luminescence, HTS (AID 690). purified PLAP, luminescent substrate; higher % means a stronger effect. hit rate 0.08% among 96,000. one-dose inhibition, % at 20 µM; IC50 in µM for titrated hits; in the data active = a potency from the dose series; inactive = the rest, 99 in 100 with inhibition below about 30%; note: strong numbers were not always called active
MRP resist rev cytotoxicity: also measured in MRP resist rev; calls as there; viability, %; H69AR cells, CellTiter-Glo, 72 h; measured here: cytotoxicity without doxorubicin
MRP resist rev with doxorubicin: further read-out of MRP resist rev, marked with its call; viability, %; measured here: viability with 2 uM doxorubicin; hits give low values
IL1B NFkB inh cell count 2 µM: second read-out of IL1B NFkB inh, no call of its own (marks repeat the call); cell count; measured here: cells passing quality filter;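 raw number of nuclei counted in each imaged well without normalization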
NFkB transloc pot cell count 2 µM: also measured in NFkB transloc pot; calls as there; cell count; measured here: cells passing quality filter
An asterisk follows results filed as active; . = not tested or not shown. This is a subset; the hit share may differ from the screen's.

SMILES | MRP resist rev | MRP resist rev cytotoxicity | MRP resist rev with doxorubicin | Bcl-B displacement | IL1B NFkB inh | IL1B NFkB inh cell count 2 µM | NFkB transloc pot | NFkB transloc pot cell count 2 µM | PLAP inhibitors HTS
CCCCC(=O)Nc1ccc(C(=O)N2CCN(c3ccccc3OC)CC2)cc1 | 12 | 88 | 77 | 3% | -19 | 112 | 19 | 112 | -59%
CCCn1nnnc1NCc1ccc(N2CCCC2)cc1 | -6 | 98 | 103 | . | -6 | 169 | 6 | 169 | .
Nc1cccc(Nc2nc(OC(C(F)(F)F)C(F)(F)F)nc(OC(C(F)(F)F)C(F)(F)F)n2)c1 | 0 | 2 | 1 | 1% | -7 | 137 | 7 | 137 | -13%
O=C(C1CCN(S(=O)(=O)N2CCC3(CC2)OCCO3)CC1)N1CCN(Cc2ccccc2)CC1 | 5 | 106 | 101 | -1% | -19 | 189 | 19 | 189 | -37%
CCCCOC(=O)c1cc(C)nc2ccc(Br)cc12 | 7 | 88 | 81 | -10% | 4 | 138 | -4 | 138 | 16%
COc1cc(CN2CCN(c3cc(C)ccc3C)CC2)cc([N+](=O)[O-])c1O | . | . | . | . | 3 | 185 | -3 | 185 | .
CCCOc1ccc(-c2nc(OC)c3ccccc3n2)cc1 | -17 | 52 | 69 | 13% | 8 | 169 | -8 | 169 | 9%
C=CCNc1sc(C(=O)c2ccc(C)cc2)c(N)c1C#N | 5 | 84 | 79 | 6% | 4 | 149 | -4 | 149 | 14%
CCn1nc(C(=O)OCC(=O)c2cc(C)n(Cc3cccs3)c2C)c2ccccc2c1=O | -19 | 81 | 101 | -18% | 0 | 122 | 0 | 122 | -1%
COc1cc2c(cc1OC)C(=S)NC(C)(C)C2 | 8 | 110 | 102 | 15% | 4 | 140 | -3 | 140 | 18%
CCOc1ccc(NC(=O)N(CCC(C)C)C(C)c2ccco2)cc1 (stereo unspecified) | . | . | . | -8% | 8 | 76 | -8 | 76 | -15%
COc1ccc(CNc2nc3nc(C)cc(C)n3n2)cc1OC | . | . | . | -2% | -4 | 175 | 4 | 175 | -38%
CC(=O)Nc1ccc(NC(=O)C2CC(=O)N=C(N)S2)cc1 (stereo unspecified) | . | . | . | -6% | -35 | 156 | 35 | 156 | -1%
Cc1cccc(C)c1NC(=O)CSCc1cccc(CSCC(=O)Nc2c(C)cccc2C)n1 | 1 | 104 | 103 | 1% | -11 | 73 | 11 | 73 | 16%
COc1ccc2nc(C)cc(N3CC(C)OC(C)C3)c2c1 (stereo unspecified) | 3 | 62 | 59 | -4% | -9 | 158 | 9 | 158 | -61%
N#Cc1cnn2c(-c3ccccc3)ccnc12 | 5 | 102 | 96 | -5% | 6 | 65 | -6 | 65 | 18%
Cc1nc(CC(=O)N2CCN(c3cccc(C)c3C)CC2)cs1 | 3 | 94 | 91 | 17% | -12 | 101 | 12 | 101 | -75%
NC(=O)CSc1nnc(-c2cccs2)n1-c1ccccc1 | 6 | 101 | 94 | -9% | 9 | 130 | -9 | 130 | -4%
C=CCN(CC=C)S(=O)(=O)c1ncn[nH]1 | -4 | 89 | 93 | -10% | -29 | 145 | 29 | 145 | 8%
C/C(=N\NC(=O)c1c[nH]c2ccccc12)c1ccco1 | -2 | 48 | 50 | 0% | -24 | 183 | 24 | 183 | -127%

The last 4 records of the part before are carried over, then new ones follow.
SMILES | MRP resist rev | MRP resist rev cytotoxicity | MRP resist rev with doxorubicin | Bcl-B displacement | IL1B NFkB inh | IL1B NFkB inh cell count 2 µM | NFkB transloc pot | NFkB transloc pot cell count 2 µM | PLAP inhibitors HTS
Cc1nc(CC(=O)N2CCN(c3cccc(C)c3C)CC2)cs1 | 3 | 94 | 91 | 17% | -12 | 101 | 12 | 101 | -75%
NC(=O)CSc1nnc(-c2cccs2)n1-c1ccccc1 | 6 | 101 | 94 | -9% | 9 | 130 | -9 | 130 | -4%
C=CCN(CC=C)S(=O)(=O)c1ncn[nH]1 | -4 | 89 | 93 | -10% | -29 | 145 | 29 | 145 | 8%
C/C(=N\NC(=O)c1c[nH]c2ccccc12)c1ccco1 | -2 | 48 | 50 | 0% | -24 | 183 | 24 | 183 | -127%
CC1CCCCC1NC(=O)C1CCN(S(=O)(=O)N2CCOCC2)CC1 (stereo unspecified) | -16 | 93 | 109 | -9% | 6 | 143 | -6 | 143 | 4%
C=CCNC(=O)C1CCN(S(=O)(=O)c2ccccc2)CC1 | -6 | 101 | 108 | 3% | -25 | 110 | 25 | 110 | -6%
CCOC(=O)c1cn(-c2ccccc2CO)c2c(F)c(F)c(F)cc2c1=O | . | . | . | 6% | . | . | . | . | 1%
O=C(COC(=O)COc1ccc(Nc2ccccc2)cc1)NCc1ccco1 | -2 | 108 | 110 | 21% | 6 | 87 | -5 | 87 | -4%
CCOc1ccc(C2Oc3nc(SC)nnc3-c3ccccc3N2C(C)=O)cc1OC (stereo unspecified) | 0 | 95 | 95 | 1% | . | . | . | . | -25%
C=CCOc1c2ccc(C(=O)NCCc3ccc(C)cc3)cc2nn1C | . | . | . | 3% | -9 | 124 | 9 | 124 | -12%
CCOC(=O)N1CCN(C(=O)c2ccc(C)c(S(=O)(=O)Nc3cccc(C)c3C)c2)CC1 | 12 | 40 | 28 | -1% | 11 | 158 | -11 | 158 | -57%
Cc1ccnc(NS(=O)(=O)c2ccc(NS(=O)(=O)c3ccccc3)cc2)n1 | -28 | 76 | 104 | . | -9 | 122 | 9 | 122 | .
O=S(=O)(c1cccc2nsnc12)N1CCCC1 | 1 | 98 | 97 | -5% | -4 | 111 | 4 | 111 | .
CCCCC(CCCC)=N/N=C/c1c(O)n(CC)c2cc(C3=NNC(=O)CC3)ccc12 | -5 | 33 | 38 | . | 2 | 97 | -2 | 97 | .
CC(=O)Nc1nc(-c2ccc(Cl)cc2)nc(C)c1C(C)=O | -9 | 71 | 80 | -5% | 5 | 175 | -5 | 175 | -47%
CN(C)c1nc(SCC#N)nc(N2CCOCC2)n1 | 11 | 95 | 84 | -4% | -13 | 83 | 13 | 83 | -12%
O=C(O)CCn1c(=O)c2ccccc2c2ccccc2c1=O | 11 | 101 | 90 | 2% | -16 | 137 | 16 | 137 | 0%
C/C=C/c1c(F)c(F)c(Oc2ccc(C(=O)O)cc2)c(F)c1F | 18 | 95 | 77 | -2% | -7 | 72 | 7 | 72 | -25%
O=C(N1CCOCC1)N1CCN(S(=O)(=O)N2CCCCC2)CC1 | 8 | 92 | 84 | -4% | 2 | 124 | -1 | 124 | 8%
Cc1oc(-c2ccccc2F)nc1CSCC(=O)NCc1ccc2c(c1)OCO2 | 0 | 87 | 87 | 2% | -15 | 147 | 15 | 147 | -24%
CN1CCN(c2ccc(NC(=O)COc3ccccc3Cl)cc2)CC1 | -5 | 86 | 91 | 9% | -30 | 104 | 30 | 104 | -26%
CC(C)CC1NC(=O)N(CC(=O)N2CCN(S(=O)(=O)c3ccc(Cl)cc3)CC2)C1=O (stereo unspecified) | -5 | 89 | 94 | 5% | -4 | 136 | 4 | 136 | 12%
CC(=O)Nc1ccc(NC(=O)CSCc2cnn(-c3ccccc3)c2-n2cccc2)cc1 | 15 | 88 | 72 | -14% | -6 | 233 | 6 | 233 | -33%
Nc1nnnn1/N=C/c1ccccc1OCc1ccc(Cl)cc1 | -1 | 90 | 91 | . | 13 | 70 | -13 | 70 | .
CCCCCC(=O)N/N=C/c1ccc([N+](=O)[O-])o1 | . | . | . | . | -25 | 13 | 25 | 13 | .
CCS(=O)(=O)Nc1ccc(Cc2ccc(NS(=O)(=O)CC)cc2)cc1 | 4 | 92 | 88 | 38% | 14 | 161 | -14 | 161 | 10%
COc1cc(OC)c(C(=O)NC2CCCCCC2)cc1OC | 21 | 76 | 56 | 0% | -33 | 136 | 33 | 136 | -72%
CC(C)Nc1ncnc2c1nnn2Cc1ccccc1 | 23 | 106 | 83 | 1% | -6 | 135 | 6 | 135 | 13%
OCCNc1nc(C2CC2)nc2c1nnn2Cc1ccccc1Cl | 8 | 93 | 85 | -6% | . | . | . | . | 7%
CCOC(=O)CNC(=O)Cn1cnc2c(nnn2-c2ccc(C)cc2)c1=O | 0 | 95 | 96 | 2% | -8 | 70 | 8 | 70 | -3%
N#Cc1cccc(-n2nnnc2-c2ccccn2)c1 | 6 | 98 | 91 | -15% | 6 | 105 | -6 | 105 | -5%
Cn1nnc(C(O)CN2CCOCC2)n1 (stereo unspecified) | 0 | 94 | 93 | 8% | -22 | 211 | 22 | 211 | -6%
Cc1ccc(C)c(C(=O)CCC(=O)Nc2cccnc2)c1 | -11 | 88 | 99 | 0% | 1 | 123 | -1 | 123 | 9%
O=C1C=C(NCc2ccc(Cl)cc2Cl)C2(CCCCC2)O1 | 16 | 103 | 87 | -2% | -18 | 177 | 22 | 69 | -14%
Cc1cc(C)c(NC(=O)CS(=O)CC(=O)NCCCc2ccccc2)c(C)c1 (stereo unspecified) | . | . | . | -2% | -18 | 145 | 18 | 145 | -26%
CN(C)CCNC(=O)Cn1nc(-c2ccc(Cl)cc2)ccc1=O | -3 | 85 | 88 | -6% | -4 | 106 | 4 | 106 | -15%
CCOP1(=O)C=C(C(C)(C)C)OC1c1ccc(F)cc1 (stereo unspecified) | 5 | 97 | 92 | 1% | -10 | 195 | 10 | 195 | 22%
NC(=O)C1(N2CCCCC2)CCN(Cc2ccccc2Cl)CC1 | -3 | 87 | 90 | -4% | -4 | 112 | 4 | 112 | 3%
COc1ccccc1-c1cc(C(F)(F)F)nc(S(=O)(=O)CCCC(=O)O)n1 | -12 | 52 | 64 | 0% | -4 | 225 | 4 | 225 | -10%
CCOc1cc(C(=O)Nc2nnc(CC)s2)ccc1OCC(=O)N1CCOCC1 | 15 | 98 | 83 | -1% | . | . | . | . | -11%
COc1ccc(Oc2nc(-c3ccccc3)ncc2S(=O)(=O)c2ccccc2)cc1 | . | . | . | -1% | -4 | 118 | 4 | 118 | -8%
CC(=O)N1CCCc2cc(S(=O)(=O)NCCC3=CCCCC3)ccc21 | . | . | . | -4% | . | . | . | . | -51%
Cn1c(=O)cc(SCC(=O)N2CCN(c3ccccn3)CC2)c2ccccc21 | 14 | 79 | 65 | 5% | 3 | 155 | -3 | 155 | -55%
Cc1cc(C)c(C)c(S(=O)(=O)Nc2ccc(OCC(=O)O)cc2)c1C | -3 | 95 | 98 | -6% | -3 | 28 | 3 | 28 | -3%

2 entries from above, as tab-separated lines.
SMILES	MRP resist rev	MRP resist rev cytotoxicity	MRP resist rev with doxorubicin	Bcl-B displacement	IL1B NFkB inh	IL1B NFkB inh cell count 2 µM	NFkB transloc pot	NFkB transloc pot cell count 2 µM	PLAP inhibitors HTS
CC(=O)N1CCCc2cc(S(=O)(=O)NCCC3=CCCCC3)ccc21	.	.	.	-4%	.	.	.	.	-51%
Cc1cc(C)c(C)c(S(=O)(=O)Nc2ccc(OCC(=O)O)cc2)c1C	-3	95	98	-6%	-3	28	3	28	-3%

(list continues)
SMILES | MRP resist rev | MRP resist rev cytotoxicity | MRP resist rev with doxorubicin | Bcl-B displacement | IL1B NFkB inh | IL1B NFkB inh cell count 2 µM | NFkB transloc pot | NFkB transloc pot cell count 2 µM | PLAP inhibitors HTS
Fc1cccc(Cl)c1Cn1nnc2c(-n3ccnc3)ncnc21 | -19 | 47 | 66 | 6% | . | . | . | . | 4%
O=C1CN(C(=O)COC(=O)c2ccccc2NCc2ccco2)c2ccccc2N1 | . | . | . | 7% | -11 | 152 | 11 | 152 | 6%
O=S1(=O)N=C(N2CCCc3ccccc32)c2ccccc21 | . | . | . | 7% | 2 | 147 | -2 | 147 | -12%
O=C(NC1CC1)c1sccc1-n1cccc1 | 2 | 105 | 103 | -9% | -8 | 151 | -12 | 57 | 16%
CC[N+](CC)(CC)C/C(N)=N/O | 7 | 93 | 86 | 6% | -4 | 101 | 4 | 101 | -3%
COc1ccc(Cc2nc(-c3cccs3)no2)cc1OC | 4 | 83 | 79 | -46% | -4 | 185 | 4 | 185 | -49%
COc1ccc(NC(=O)c2ocnc2C)cc1OC | 8 | 87 | 78 | 3% | -19 | 91 | 19 | 91 | -20%
CC12CC3CC(C)(C1)CC(C(=O)Nc1nn[nH]n1)(C3)C2 | 2 | 95 | 93 | 0% | . | . | . | . | -8%
COc1ccc(OC)c(S(=O)(=O)NCCO)c1 | -11 | 103 | 114 | 2% | 1 | 107 | -1 | 107 | -5%
COC(=O)c1sccc1NC(=O)CSc1nnnn1-c1ccccc1F | . | . | . | -1% | -24 | 154 | 24 | 154 | 2%

Screens (PubChem BioAssay)
